# Assay outcomes: PubChem, several laboratories
# IMP-1 inhibitor: inhibitors of Pseudomonas aeruginosa IMP-1 metallo-beta-lactamase. purified IMP-1, nitrocefin hydrolysis, epi-absorbance fluorescence. inhibition, % at 5.6 µM. actives 0.45% (n = 290,000). AID 1556;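 active = inhibition above the mean plus 3 SD of all compounds in the same screening run, cut at about 4.5% in these data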;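 note: 0% = IMP-1 with DMSO and 100% = DMSO wells lacking enzyme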
#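 assay system = purified recombinant IMP-1 metallo-beta-lactamase enzyme | schedule = 15 min preincubation plus 25 min reaction at 25 °C | signal = Epi-absorbance fluorescence, 480 nm excitation, 530 nm emission | read-out basis = percent inhibition from optical density relative to buffer-blank wells | controls = IMP-1 with DMSO as 0%, enzyme-free DMSO as 100%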
# VIM-2 inhibitor: blocks Pseudomonas aeruginosa VIM-2 metallo-beta-lactamase; inhibition, % at 5.6 µM; actives 0.89% (n = 290,000); AID 1527; purified VIM-2, nitrocefin hydrolysis, epi-absorbance fluorescence;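 active = inhibition above the mean of all tested compounds plus 3 SD, cutoff set per screening run, cut at about 7.5% in these data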;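 note: red hydrolysis product quenches plate fluorescence so inhibitors raise well fluorescence; 0% = enzyme with DMSO and 100% = DMSO without enzyme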
# MEKK2 mut-MEK5: signal of MEK5 binding to mutant human MEKK2 PB1 domain; bead flow cytometry, Alexa488-MEK5 binding to MEKK2 mutant; percent response, % at 10 µM; actives 0.35% (n = 290,000); AID 1530; in the data active = percent response above about 24%, passing the limit was not always enough; note: inactives centre near 1; some results filed as inactive read as strong as hits
# DNA FID counter: displaces DNA intercalator in HCV helicase counter-screen. actives 0.17% (n = 290,000). DNA fluorescent intercalator displacement, fluorescence. inhibition, % at 7.9 µM; in the data active = inhibition above about 37%;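 note: 0% = vehicle and 100% = reference compound; higher means more ethidium bromide displaced from hairpin DNA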
# M18AAP inhibitor: blocks P. falciparum M18 aspartyl aminopeptidase; actives 1.2% (n = 290,000); AID 1822; recombinant PfM18AAP, H-Glu-NHMec fluorogenic cleavage; inhibition, % at 7.35 µM;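 active = inhibition above the campaign mean inhibition over all tested compounds plus 3 SD, cut at about 28% in these data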;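 note: 0% = plate median of test compound wells and 100% = 2 mM ZnCl2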
# MEKK2 WT-MEK5: raises or lowers MEK5 binding to wildtype human MEKK2 PB1 domain | Q9Y2U5 | bead flow cytometry, Alexa488-MEK5 binding to MEKK2 WT; actives lie on both sides | binding response (% of control), % at 10 µM | actives 1.1% (n = 290,000) | AID 1531; in the data active = binding response below about 67% or above about 130%
# NALP1 yeast inh: NALP1 inhibition | S. cerevisiae NALP1/ASC/caspase-1 growth, X-gal OD620, 72 h | inhibition, % at 10 µM | actives 0.61% (n = 280,000) | AID 2071; in the data active = inhibition mostly above about 24%, no sharp cut-off; inactive = mostly below about 32%; note: some compounds called inactive have numbers as strong as hits
# UBC9 SUMO inh: blocks human SUMOylation mediated by UBC9 | P63279 | HTRF SUMOylation assay, SAE1/SAE2 + UBC9, in vitro | inhibition, % at 35 µM | actives 0.36% (n = 290,000) | AID 2006; in the data active = inhibition above about 50%, passing the limit was not always enough; note: strong numbers were not always called active
# Target sequence (P63279 whole entry, looked up): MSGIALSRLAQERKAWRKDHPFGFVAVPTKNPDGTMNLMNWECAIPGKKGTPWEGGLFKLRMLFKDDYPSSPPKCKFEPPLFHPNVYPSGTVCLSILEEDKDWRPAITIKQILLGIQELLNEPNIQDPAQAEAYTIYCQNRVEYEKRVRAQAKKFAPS
# NS3 helicase inh: inhibitors of Hepatitis C virus NS3 helicase. NS3 helicase DNA unwinding, Cy5 molecular beacon fluorescence. actives 0.56% (n = 290,000). inhibition, % at 10.9 µM;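 active = inhibition above the mean of all tested compounds plus 3 SD, set per campaign, cut at about 35% in these data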;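 note: 0% = DMSO wells and 100% = thioflavine S control wells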
#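 test system = hepatitis C virus NS3 helicase domain fragment enzyme | reagent = annealed dual-labelled DNA beacon duplex, ATP-started | times = 1 h at 25 °C | detection = Cy5 fluorescence, 0 and 60 min reads | read-out basis = percent inhibition from t60/t0 fluorescence ratio | control set = DMSO and thioflavine S | replication = one well per compound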
# The depositor's hits bear a star; / = not tested or not shown.
# Values in the order – IMP-1 inhibitor	VIM-2 inhibitor	MEKK2 mut-MEK5	DNA FID counter	M18AAP inhibitor	MEKK2 WT-MEK5	NALP1 yeast inh	UBC9 SUMO inh	NS3 helicase inh
- COc1ccc(C2(NC(C)=O)CCN(C(=O)c3cccs3)CC2)cc1
    -3.8	-2.1	3	0	-1	105	9	4	3
- Cc1ccc(OCCCC(=O)NC(C)c2ccccc2)cc1 (stereo not drawn)
    -4.0	-1.0	2	-13	-10	99	2	16	1
- Cc1cnn(-c2cc(Oc3ccccc3)ncn2)c1
    -3.5	1.7	0	-1	-4	92	-9	-10	-1
- CCC(C)C(=O)N1CCCC(c2nc(-c3cccs3)no2)C1 (stereo not drawn)
    -3.8	-0.7	-1	-16	4	87	2	2	-3
- Cc1ccc(C(C)(C)C)c(OCCCn2ccnc2)c1
    -0.7	-4.3	-4	24	9	94	33	-7	-27
- CS(=O)(=O)N1CCC(C(=O)Nc2ccc(C(F)(F)F)cc2)CC1
    -2.0	-1.7	3	0	-5	105	-2	3	1
- CCCOc1ccc(CNC(=O)c2ccc3nc(N4CCOCC4)sc3c2)cc1
    -3.1	-3.9	6	-34	1	107	17	4	-2
- CC(=O)OCCCNc1cc(Sc2ccc(Cl)cc2)c2nonc2c1[N+](=O)[O-]
    -3.3	-2.8	0	4	0	104	38	18	-8
- CCCn1c2c(c(O)c(C(=O)NCc3ccccc3)c1=O)CCCC2
    -1.8	-0.8	3	-2	0	102	4	-32	-10
- O=C(CN1CCN(c2ncccn2)CC1)N1CCN(C(c2ccccc2)c2ccccc2)CC1
    -2.8	-3.4	/	-28	1	/	/	/	-14

# Complete entries, looked up by structure. Order of values: IMP-1 inhibitor | VIM-2 inhibitor | MEKK2 mut-MEK5 | DNA FID counter | M18AAP inhibitor | MEKK2 WT-MEK5 | NALP1 yeast inh | UBC9 SUMO inh | NS3 helicase inh
# COc1ccc(C2(NC(C)=O)CCN(C(=O)c3cccs3)CC2)cc1 is listed with -3.8 | -2.1 | 3 | 0 | -1 | 105 | 9 | 4 | 3
# CS(=O)(=O)N1CCC(C(=O)Nc2ccc(C(F)(F)F)cc2)CC1 is listed with -2.0 | -1.7 | 3 | 0 | -5 | 105 | -2 | 3 | 1

# Carrying on.
# Values in the order – IMP-1 inhibitor	VIM-2 inhibitor	MEKK2 mut-MEK5	DNA FID counter	M18AAP inhibitor	MEKK2 WT-MEK5	NALP1 yeast inh	UBC9 SUMO inh	NS3 helicase inh
- O=C(CCc1nc2ccccc2s1)N1CCN(c2ccccc2)CC1
    -3.6	-1.7	-1	-42	-7	104	-1	13	2
- COCCCNC(=S)N/N=C/c1ccc2ccccc2c1
    -1.7	-3.0	3	-19	5	100	-7	8	-2
- CC(=O)Nc1ccc(NC(=O)C2CCN(C(=O)NC3CCCCC3)CC2)cc1
    -3.0	-2.4	-2	-14	0	97	-5	5	13
- CCN(CC)CCCN(C(=O)c1ccc(Br)cc1)c1nc(-c2ccc(OC)cc2)cs1
    -0.8	1.2	24*	32	1	176*	19	-11	-45
- COc1ccccc1C(=O)NN(C)C1=NS(=O)(=O)c2ccccc21
    -1.6	-0.8	6	-5	-11	111	13	1	-15
- COc1ccc(-n2cc(C(=O)c3ccccc3O)cn2)cc1
    -2.9	2.0	-3	-11	-2	102	13	6	-7
- CC(Oc1ccccc1)C(=O)N=C1SC2CS(=O)(=O)CC2N1CCc1ccccc1 (stereo not drawn)
    -1.8	-0.8	-1	-41	-1	97	12	-5	-13
- Cc1cc(C)nc(NC2=NCC(=O)N2c2cc(Cl)cc(Cl)c2)n1
    -2.8	-2.5	2	1	-9	101	-3	-3	4
- CC(=O)NCCc1nc2ccccc2n1CCOc1ccc(C)cc1
    -2.6	0.8	0	-20	-18	98	/	6	-7
- COc1nc(Nc2cccc(C)c2)nc(N2CCCCC2)n1
    -4.1	-2.8	/	-18	-1	/	-5	-24	-6
- CNC(=O)c1cc(Nc2nnc(C)c3ccccc23)ccc1OC
    -2.6	-1.5	4	-2	10	107	18	10	2
- CN1CCc2c(sc3c2c(=O)n(-c2ccccc2)c2nncn32)C1
    -3.3	-5.3	4	-2	0	104	-2	10	1
- CCOc1ccc(CCNC(=O)CN2C(=O)CCSc3ccccc32)cc1OCC
    0.1	-1.3	0	-36	-8	103	12	-11	-6
- CC(=O)Nc1ccc(OCc2nnc(-c3ccccc3)o2)cc1
    -1.9	0.5	-2	-12	6	99	6	9	3
- COC(=O)c1cc(NC(=O)CN2CCc3cc4c(cc3C2)OCCCO4)cc(C(=O)OC)c1
    -2.7	-0.8	3	-16	-1	102	-3	-9	-15
- CCN(Cc1cc2ccccc2[nH]c1=O)C(=O)c1cccnc1
    -0.6	-0.5	8	-1	3	106	-19	-5	-6
- Cc1cccc(NC(=S)NCCc2ccc3c(c2)OCCO3)c1C
    -3.4	-3.0	-5	-13	-4	96	-13	0	0
- C#CCOCCOCCOCCNc1nc(N2CCN(C(=O)[C@H](CCC(=O)O)n3cc(C(N)CO)nn3)CC2)nc(N2CCN(C(=O)[C@H](Cc3ccc(O)cc3)n3cc(C(N)CC(C)C)nn3)CC2)n1 (stereo partly drawn)
    -1.4	-2.4	2	9	3	108	-16	8	-12
- Cc1ccsc1C(=O)Nc1ccc2c(c1)OCCO2
    -4.5	-2.5	0	-3	-5	106	36	5	-3
- CCN(C(=O)C1CCN(c2nc(-c3ccc(OC)cc3)no2)CC1)c1ccccc1
    -0.5	-2.8	-2	-52	2	98	4	8	-21
- Cc1ccc(C(=O)c2sc3nc4c(cc3c2N)CCC4)cc1
    -5.0	-3.3	2	-2	-1	101	15	4	11
- Cc1nc(N2CCN(c3ccccn3)CC2)c2c(C)c(C(=O)N3CCN(c4ccccc4F)CC3)sc2n1
    2.7	1.8	-9	-42	0	88	4	-36	-4
- NC(=O)C(=CNc1nc(-c2ccc(Cl)c(Cl)c2)cs1)C(N)=O
    -0.8	2.7	0	11	69*	91	-4	31	6
- CCCNC(=O)c1ccccc1NS(=O)(=O)c1ccc2c(c1)OCCO2
    3.4	-0.6	-1	-8	11	100	18	20	4
- Cc1ccc(Sc2ncccc2NC(=O)c2ccccc2Cl)cc1
    -2.9	-2.7	-3	-22	0	98	-16	0	-8
- O=C(N=C1SC2CS(=O)(=O)CC2N1CCc1ccccc1)C1CCCCC1 (stereo not drawn)
    -0.8	-1.4	1	-29	1	97	2	16	-8
- O=C(/C=C/c1ccco1)N1CCCC(c2ccccc2)C1 (stereo not drawn)
    -1.1	-3.5	-7	-15	-14	92	9	34	28
- c1ccc(CC2CCN(c3nc4ccccc4n4nnnc34)CC2)cc1
    -3.4	-2.4	7	0	1	115	1	7	24
- CCOc1ccc(OCC)c(NC(=O)CCNS(=O)(=O)c2cc(Br)cnc2N)c1
    -3.5	-1.3	4	-29	4	108	5	12	-9
- CCCC(=O)Nc1cc(-c2nn(C)c(=O)c3ccccc23)ccc1N1CCCCC1
    -2.0	-5.3	0	-6	-1	98	/	/	-4
- CC(C(=O)N1CCc2ccccc21)N1CCN(c2cccc(C(F)(F)F)c2)CC1 (stereo not drawn)
    -4.4	-3.4	4	-21	1	98	-9	-14	-15
- COc1cc(Br)c(S(=O)(=O)Nc2c(C)n(C)n(-c3ccccc3)c2=O)cc1OC
    -6.5	-0.5	1	-10	-7	105	1	6	-2
- O=C(c1ccc2ccccc2c1)N1CCN(c2ccc(O)cc2)CC1
    -2.3	-0.5	-16	-17	25	80	-6	-9	6
- O=C(NC1CCCCC1)C(c1cccs1)N(Cc1cccs1)C(=O)c1cccs1 (stereo not drawn)
    -0.4	-4.9	1	-34	3	101	3	11	1
- CCOC(=O)C(CC)n1cnc2c(nnn2-c2ccc(OC)cc2)c1=O (stereo not drawn)
    -1.0	-0.8	7	-16	-1	103	15	6	-8
- Cc1ccc(S(=O)(=O)N(C)Cc2ccc(C(=O)NN=C(CC(C)C)CC(C)C)cc2)cc1
    -2.3	-0.7	-3	-20	-7	97	21	20	-3
- Cc1cc(C(=O)CN2C(=O)NC3(CCCc4ccccc43)C2=O)c(C)n1Cc1ccco1 (stereo not drawn)
    -2.4	-2.8	-7	-3	2	90	5	-3	3
- C/C(CC(=O)Nc1cc(C)ccn1)=N\NC(=O)C(=O)Nc1cccc(C)c1
    0.2	2.6	-1	-5	-3	101	1	-1	-4
- COc1ccc(NC(=O)CN2C(=O)CSc3ncccc32)cc1
    -3.9	-3.6	3	-9	11	107	6	-14	-4
- O=C(O)C1CCCN1C(=O)C12CC3CC(CC(C3)C1)C2 (stereo not drawn)
    0.2	0.5	-1	-6	3	100	-4	-2	1
- COc1cccc(NC(=O)Nc2cccc(C)n2)c1
    -0.5	3.1	2	-19	3	104	26	6	17
- Nc1ccccc1OCCOCCOc1ccccc1N
    -2.6	1.7	2	-3	5	103	15	16	6
- Cc1ccc(S(=O)(=O)N2CCC(C(=O)NCCCN3CCCC3=O)CC2)cc1C
    -2.4	-3.1	8	-30	2	109	12	2	2
- CCOc1cc(NC(=O)c2ccco2)c(OCC)cc1NC(=O)c1cc(OC)c(OC)c(OC)c1
    -4.8	-3.8	0	-2	4	102	18	44	4
- NS(=O)(=O)c1cccc(NS(=O)(=O)c2ccc(/C=C/C(=O)O)cc2)c1
    -1.5	-1.8	-10	1	3	92	10	-18	-22
- CCOC(=O)C1(Cc2ccc(Cl)cc2)CCN(C(=O)CCc2ccncc2)CC1
    -0.3	1.4	-20	-19	0	65	3	19	9
- CC(/C=N\Nc1nnc2c(n1)[nH]c1c(C)cccc12)=C\c1ccco1
    -3.5	-2.5	2	0	7	100	-8	-10	-1
- O=S(=O)(Nc1ccc(-n2cccc2)cc1)c1ccc(Cl)c(Cl)c1
    -1.6	-1.5	-1	-1	-2	95	-5	-6	-7
- CC(C)N1CCN(Cc2nc(-c3ccccc3)cs2)CC1CCO (stereo not drawn)
    -1.9	-0.9	7	5	-3	103	2	16	6
- Cn1cnc([N+](=O)[O-])c1SCC(O)CN1CCCCC1 (stereo not drawn)
    -3.3	-2.4	-4	1	-15	98	1	-2	-8

# Following part:
# Values in the order – IMP-1 inhibitor	VIM-2 inhibitor	MEKK2 mut-MEK5	DNA FID counter	M18AAP inhibitor	MEKK2 WT-MEK5	NALP1 yeast inh	UBC9 SUMO inh	NS3 helicase inh
- CC(Oc1ccccc1F)C(=O)NCCN1CCCCC1 (stereo not drawn)
    -4.3	-3.2	0	-1	-1	106	5	-6	1
- Cc1cccc([C@@H]2[C@@H]3C(=O)N(Cc4ccccc4)C(=O)[C@@H]3[C@]3(C)C(=O)N(c4ccc(Br)cc4)C(=O)N23)c1
    -5.4	-4.4	-3	-23	-12	90	17	-28	-47
- N=c1c2c3c(sc2ncn1CCCN1CCOCC1)CCCCC3
    -2.2	-0.8	1	14	-8	101	13	2	-5
- CCOC(=O)C1Cn2c(nc3c(c2=O)C(C)(C)Cc2ccccc2-3)S1 (stereo not drawn)
    -4.8	-1.9	-1	-21	0	97	2	-11	12
- O=C(Nc1ccc(N2CCN(C(=O)c3ccco3)CC2)cc1)C(c1ccccc1)c1ccccc1
    -5.6	-3.7	4	-21	-2	96	5	8	-8
- COc1ccc(Cc2nc3ccc(C(=O)NCc4cc(C)no4)cc3o2)cc1
    -3.5	-2.4	2	-27	-2	108	-1	-7	-2
- Cc1c(CC(=O)N[C@@H](C)C(=O)O)c(=O)oc2c(C)c3occ(-c4ccccc4)c3cc12
    -1.9	10*	10	-15	-1	104	1	24	20
